# NCF1 inh = p47phox (human) inhibition; p47phox/p22phox peptide binding, fluorescence polarization, 2 h; inhibition, % at 24.7 µM; 220,000 tested, 0.53% active;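 active means inhibition above about 30%, limit read from the data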;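 further: 0% = p47phox with labelled peptide and 100% = labelled peptide alone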
# TbHK1 inh = blocks Trypanosoma brucei hexokinase 1 activity. 220,000 tested, 0.11% active. inhibition, % at 10 µM. recombinant TbHK1, G6PDH-coupled NADH A340;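 active means inhibition of 50% or more in the single-dose primary screen; inactive means inhibition below 50%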
# Ba/F3 V617F tox = loss of viability in JAK2V617F-driven Ba/F3 cells; 220,000 tested, 1.1% active; inhibition, % at 5.6 µM; Ba/F3 EpoR-JAK2V617F viability, ATP luminescence;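 active means inhibition above the campaign mean plus 3 SD over all tested compounds, cut at about 24% in these data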;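 further: cytokine-independent growth of Ba/F3 cells driven by EpoR plus mutant JAK2; 0% = DMSO-treated cells and 100% = JAK inhibitor I control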
# Furin inhibitor = human furin inhibition | inhibition, % at 30 µM | purified furin, fluorogenic substrate cleavage | 220,000 tested, 0.061% active | AID 463115 | P09958; in the data active means inhibition above about 25%; further: inactives centre near -15
# Target sequence (P09958 108-714 limits assumed): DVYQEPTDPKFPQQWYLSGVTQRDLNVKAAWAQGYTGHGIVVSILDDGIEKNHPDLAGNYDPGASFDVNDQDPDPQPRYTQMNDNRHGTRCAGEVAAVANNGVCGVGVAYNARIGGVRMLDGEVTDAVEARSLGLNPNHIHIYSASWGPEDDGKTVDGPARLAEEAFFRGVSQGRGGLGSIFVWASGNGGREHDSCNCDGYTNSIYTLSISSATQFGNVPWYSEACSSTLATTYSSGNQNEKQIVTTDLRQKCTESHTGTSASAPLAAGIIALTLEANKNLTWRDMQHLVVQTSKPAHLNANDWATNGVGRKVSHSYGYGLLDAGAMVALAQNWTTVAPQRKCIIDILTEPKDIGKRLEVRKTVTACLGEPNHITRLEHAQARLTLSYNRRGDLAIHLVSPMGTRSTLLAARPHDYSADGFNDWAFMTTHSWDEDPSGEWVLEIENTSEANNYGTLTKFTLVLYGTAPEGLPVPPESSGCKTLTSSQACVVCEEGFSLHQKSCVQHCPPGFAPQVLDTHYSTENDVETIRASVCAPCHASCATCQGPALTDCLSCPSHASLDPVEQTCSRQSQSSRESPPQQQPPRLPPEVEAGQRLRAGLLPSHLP
# PPC-1+TRAIL kill = kills PPC-1 cancer cells in the presence of TRAIL; PPC-1 cells + TRAIL, ATPLite viability luminescence; cell killing (% activity), % at 4 µM; 220,000 tested, 0.41% active;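 active means cell killing above 50% in the first pass at 4 µM, then a duplicate retest at 5 µM averaging 50% or more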;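 further: plate controls were cells with TRAIL plus DMSO for no effect and medium-only wells lacking cells for full effect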
# RBBP9 inh = blocks human serine hydrolase RBBP9 | O75884 | recombinant RBBP9, FP-Rh probe fluorescence polarization | inhibition, % at 7.94 µM | 220,000 tested, 0.2% active;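 active means inhibition above the campaign mean of all tested compounds plus 3 SD, cut at about 14% in these data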;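 further: plate controls were DMSO wells with RBBP9 for no effect and wells lacking RBBP9 protein for full effect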
# Target sequence (O75884 whole entry, looked up): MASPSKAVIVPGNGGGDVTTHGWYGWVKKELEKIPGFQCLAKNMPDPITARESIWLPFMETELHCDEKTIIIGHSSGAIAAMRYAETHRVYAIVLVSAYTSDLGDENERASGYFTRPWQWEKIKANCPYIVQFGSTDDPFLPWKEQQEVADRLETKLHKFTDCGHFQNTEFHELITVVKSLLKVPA
#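 Test system: recombinant human RBBP9; Timing: 30 min then 45 min, 25 °C; Detection: fluorescence polarization; Control set: RBBP9 with DMSO as uninhibited control, no-protein wells as full inhibition; Compound dosing: one concentration, 7.94 µM nominal, 0.794% DMSO; Probe or stimulus: FP-Rh activity-based probe, 375 nM before mixing.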
# p97 ATPase inh = blocks human p97 ATPase activity. 220,000 tested, 0.42% active. recombinant p97 ATPase, Kinase-Glo ATP luminescence, 3 h. inhibition, % at 8 µM; in the data active means inhibition above about 15%;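 further: 0% = DMSO vehicle and 100% = wells lacking enzyme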
# BaF3 tox = reduces parental Ba/F3 cell viability, JAK2V617F counter-screen | CellTiter-Glo ATP luminescence | AID 1486 | inhibition, % at 5.6 µM | 220,000 tested, 1.1% active;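 active means inhibition above a per-campaign cutoff, the mean inhibition of all tested compounds plus 3 SD, cut at about 27% in these data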;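 further: 0% = DMSO wells and 100% = JAK Inhibitor I control wells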
# EP2 antag = inhibitors of human EP2 prostaglandin E2 receptor | P43116 | C6 glioma cells expressing human EP2, cAMP TR-FRET; cells stimulated with saturating PGE2 | inhibition, % at 25 µM | 260,000 tested, 0.52% active | AID 1422;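 active means percent inhibition above 40 after rounding to a whole number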;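 further: rat C6 glioma host cells with rolipram phosphodiesterase inhibitor present; the protocol text gives 20 µM as final concentration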
# * = called active by the depositor; . = no result given; & = joins results of further samples; [ ] = dose if it differs, or a comment.
# Codes: A = NCF1 inh; B = TbHK1 inh; C = Ba/F3 V617F tox; D = Furin inhibitor; E = PPC-1+TRAIL kill; F = RBBP9 inh; G = p97 ATPase inh; H = BaF3 tox; I = EP2 antag
1. O=C1CCCc2nc(N3CCN(C(c4ccccc4)c4ccccc4)CC3)ncc21
  A: -66	B: -2	C: -3	D: -30	E: -12	F: 4	G: 3	H: -3	I: 13

2. COCCSc1ccccc1C(=O)NCc1ccco1
  A: -3	B: 3	C: 1	D: -15[20 µM]	E: 14	F: -2	G: 6	H: 2	I: 4

3. COc1ccc(CNC(=O)CSc2nnnn2Cc2ccccc2)cc1
  A: 3	B: 6	C: 6	D: -10	E: 24	F: -3	G: -3	H: 8	I: 18

4. COc1ccccc1NC(=O)C(=O)N/N=C(\C)CC(=O)Nc1ccc(OCc2ccccc2)cc1
  A: -17	B: -2	C: 1	D: -10[20 µM]	E: 16	F: 7	G: 3	H: 5	I: 11

5. Cc1n[nH]c(C)c1S(=O)(=O)N1CCCC(C(=O)NCC2COc3ccccc3O2)C1 (stereo unspecified)
  A: -4	B: 6	C: -1	D: -28	E: 10	F: -8	G: 7	H: 1	I: 11

6. O=c1c(-c2ccc3c(c2)OCCO3)c(C(F)(F)F)oc2cc(O)cc(O)c12
  A: -12	B: -4	C: -1	D: -25[20 µM]	E: 2	F: 3	G: -1	H: -1	I: 9

7. COC(=O)c1sccc1NC(=O)c1c(-c2ccccc2)noc1C
  A: -15	B: 2	C: -3	D: -9	E: 15	F: -1	G: 2	H: 5	I: 6

8. CSc1ccc(C(=O)C2CCCN(C(=O)c3cc4cc(F)ccc4[nH]3)C2)cc1 (stereo unspecified)
  A: -24	B: -5	C: -2	D: -25	E: 19	F: -6	G: -1	H: 2	I: 18

9. O=C(Oc1ccccc1Cl)c1ccc(N2CCOCC2)c([N+](=O)[O-])c1
  A: -8	B: -8	C: 0	D: -22	E: 8	F: -9	G: 2	H: 3	I: 10

10. COc1ccccc1-c1nc(C#N)c(NCc2ccc(F)cc2)o1
  A: -7	B: -3	C: 2	D: -62	E: 25	F: -6	G: -5	H: 4	I: 30

11. NC(=O)c1ccc(Cl)c2ccccc12
  A: -4	B: -5	C: 4	D: -20	E: 31	F: -11	G: 5	H: -3	I: 6

12. O=C(Cn1cnc2scc(-c3ccccc3)c2c1=O)NCc1ccco1
  A: -23	B: 5	C: -2	D: -25	E: -6	F: -13	G: 9	H: 5	I: 13

13. Cc1ccc(Nc2nc(COC(=O)COc3ccc(C=O)cc3)cs2)cc1
  A: -41	B: 21	C: 0	D: -2	E: 11	F: -7	G: -2	H: 5	I: 5

14. CN1CCN(C2CC(=O)N(CCc3ccccc3)C2=O)CC1 (stereo unspecified)
  A: -9	B: -2	C: -1	D: -10	E: 9	F: 6	G: 4	H: -1	I: 5

15. CC(=O)Nc1ccc(OCC(=O)NCCc2ccc(Cl)cc2)cc1
  A: 0	B: -3	C: 3	D: -2	E: -11	F: -8	G: -3	H: 6	I: 12

16. Cc1cc(C)nc(SCC(=O)NC2=NC(=O)C(C)S2)n1 (stereo unspecified)
  A: -7	B: -1	C: -1	D: -10[20 µM]	E: -9	F: -7	G: -1	H: 1	I: 4

17. O=C(CSc1ccc(-c2ccccn2)nn1)NC1CCCCC1
  A: 5	B: 1	C: -4	D: -18	E: -10	F: 2	G: 2	H: -1	I: 6

18. COc1ccc(S(=O)(=O)N(C)c2ccc(C(=O)NCC3CCCO3)cc2)cc1 (stereo unspecified)
  A: -11	B: 7	C: -1	D: -21[20 µM]	E: 43	F: 3	G: 0	H: 1	I: 14

19. COc1ccc(OC)c(/C=C/C(=O)OCC(=O)Nc2ccc(Cl)c(S(=O)(=O)N(C)C)c2)c1
  A: -33	B: -3	C: 0	D: -35	E: 22	F: -29	G: 1	H: 4	I: 8

20. O=C(Nc1ccc(N2CCCC2)c(Cl)c1)c1cccs1
  A: 4	B: -13	C: -3	D: -17	E: 41	F: 6	G: 4	H: 4	I: 1

# From no. 1 up to 12, as listed above:
# Codes: A = NCF1 inh; B = TbHK1 inh; C = Ba/F3 V617F tox; D = Furin inhibitor; E = PPC-1+TRAIL kill; F = RBBP9 inh; G = p97 ATPase inh; H = BaF3 tox; I = EP2 antag
1. O=C1CCCc2nc(N3CCN(C(c4ccccc4)c4ccccc4)CC3)ncc21
  A: -66	B: -2	C: -3	D: -30	E: -12	F: 4	G: 3	H: -3	I: 13

2. COCCSc1ccccc1C(=O)NCc1ccco1
  A: -3	B: 3	C: 1	D: -15[20 µM]	E: 14	F: -2	G: 6	H: 2	I: 4

3. COc1ccc(CNC(=O)CSc2nnnn2Cc2ccccc2)cc1
  A: 3	B: 6	C: 6	D: -10	E: 24	F: -3	G: -3	H: 8	I: 18

4. COc1ccccc1NC(=O)C(=O)N/N=C(\C)CC(=O)Nc1ccc(OCc2ccccc2)cc1
  A: -17	B: -2	C: 1	D: -10[20 µM]	E: 16	F: 7	G: 3	H: 5	I: 11

5. Cc1n[nH]c(C)c1S(=O)(=O)N1CCCC(C(=O)NCC2COc3ccccc3O2)C1 (stereo unspecified)
  A: -4	B: 6	C: -1	D: -28	E: 10	F: -8	G: 7	H: 1	I: 11

6. O=c1c(-c2ccc3c(c2)OCCO3)c(C(F)(F)F)oc2cc(O)cc(O)c12
  A: -12	B: -4	C: -1	D: -25[20 µM]	E: 2	F: 3	G: -1	H: -1	I: 9

7. COC(=O)c1sccc1NC(=O)c1c(-c2ccccc2)noc1C
  A: -15	B: 2	C: -3	D: -9	E: 15	F: -1	G: 2	H: 5	I: 6

8. CSc1ccc(C(=O)C2CCCN(C(=O)c3cc4cc(F)ccc4[nH]3)C2)cc1 (stereo unspecified)
  A: -24	B: -5	C: -2	D: -25	E: 19	F: -6	G: -1	H: 2	I: 18

9. O=C(Oc1ccccc1Cl)c1ccc(N2CCOCC2)c([N+](=O)[O-])c1
  A: -8	B: -8	C: 0	D: -22	E: 8	F: -9	G: 2	H: 3	I: 10

10. COc1ccccc1-c1nc(C#N)c(NCc2ccc(F)cc2)o1
  A: -7	B: -3	C: 2	D: -62	E: 25	F: -6	G: -5	H: 4	I: 30

11. NC(=O)c1ccc(Cl)c2ccccc12
  A: -4	B: -5	C: 4	D: -20	E: 31	F: -11	G: 5	H: -3	I: 6

12. O=C(Cn1cnc2scc(-c3ccccc3)c2c1=O)NCc1ccco1
  A: -23	B: 5	C: -2	D: -25	E: -6	F: -13	G: 9	H: 5	I: 13

# (list continues)
# Codes: A = NCF1 inh; B = TbHK1 inh; C = Ba/F3 V617F tox; D = Furin inhibitor; E = PPC-1+TRAIL kill; F = RBBP9 inh; G = p97 ATPase inh; H = BaF3 tox; I = EP2 antag
21. Cc1cc(C(=O)NCC(=O)OCC(=O)N(C2CCCCC2)C2CCCCC2)ccc1[N+](=O)[O-]
  A: -3	B: 3	C: -2	D: -13	E: 9	F: -7	G: -2	H: 3	I: 4

22. Cc1ccc2nc(-c3ccc(N4C(=O)CC(N5CCCC(C)C5)C4=O)cc3)sc2c1 (stereo unspecified)
  A: -10	B: -10	C: -3	D: -2[20 µM]	E: 16	F: -10	G: 1	H: -1	I: 9

23. Cc1ccc(SCC(=O)NCc2cccnc2)cc1
  A: -8	B: -1	C: 3	D: -9[20 µM]	E: -1	F: -3	G: -6	H: 5	I: 4

24. NC(=O)c1ccsc1NC(=O)CSc1ccccc1F
  A: -6	B: 1	C: -2	D: -19	E: 27	F: -6	G: 5	H: 2	I: 8

25. O=C(/C=C/c1ccccc1)NC(=S)NNC(=O)c1ccco1
  A: -1	B: -29	C: -1	D: -9[20 µM]	E: -6	F: 0	G: 1	H: 4	I: 26

26. O=C(NCc1ccco1)C(=O)NCC1OCCN1S(=O)(=O)c1cc(F)ccc1F (stereo unspecified)
  A: -9	B: -13	C: -1	D: -14	E: 15	F: 1	G: 4	H: 1	I: 9

27. COc1cc2nc(C3CC3)n(NC(=O)c3ccc(Cl)cc3)c(=O)c2cc1OC
  A: -33	B: -2	C: 1	D: -16	E: 11	F: -1	G: 2	H: 6	I: 8

28. Cc1ccc(N2CCN(CC3CC=CCC3)CC2)cc1 (stereo unspecified)
  A: -8	B: 8	C: 0	D: -34	E: 3	F: -6	G: 1	H: 7	I: 5

29. CCn1c(SCc2ccccc2)nnc1-c1cccnc1
  A: 0	B: 0	C: 1	D: -16	E: .	F: 0	G: 6	H: 6	I: 9&12

30. O=C(C(Cc1ccccc1)N1C(=O)c2ccccc2C1=O)N1CCc2ccccc21 (stereo unspecified)
  A: -11	B: 7	C: -4	D: -12[20 µM]	E: 15	F: 2	G: 0	H: 1	I: 6

31. COc1cc(-n2c(=O)c3ccccc3n(Cc3cccc(C)c3)c2=O)cc(OC)c1OC
  A: 19	B: -3	C: 1	D: -15	E: -17	F: -5	G: 1	H: 2	I: 1

32. C/C(=N\NC(=O)Cn1cnc2ccccc21)c1cccs1
  A: 0	B: -2	C: 0	D: -18	E: 0	F: -13	G: 7	H: 9	I: 7

33. CCOc1ccc(NC(=O)c2ccccc2OC)cc1
  A: 3	B: 4	C: 2	D: -15	E: 8	F: -7	G: 1	H: 5	I: .

34. COCCCNC(=O)c1cccs1
  A: -2	B: 30	C: -6	D: -16[20 µM]	E: 21	F: -10	G: -1	H: 1	I: 6

35. Cc1nc2cc(-c3cccs3)nn2c(NCC(C)(C)CN(C)C)c1C
  A: -6	B: -11	C: -3	D: -16	E: -5	F: -6	G: 3	H: 0	I: 9

36. Cn1c(Oc2ccccc2NCc2cc(Br)ccc2O)cc(=O)n(C)c1=O
  A: -8	B: -1	C: -1	D: -14	E: 20	F: -6	G: 4	H: 4	I: .

37. CCC(=O)Nc1nc(C)cc(SCC(=O)OC)n1
  A: -1	B: 2	C: -4	D: -33	E: -7	F: -8	G: 4	H: 4	I: 9

38. Cc1nc2ccccc2n1S(=O)(=O)c1ccc(Br)cc1
  A: 1	B: -4	C: -4	D: -19	E: -10	F: -3	G: 0	H: 0	I: 4

39. Cc1cc(NS(=O)(=O)c2ccc(NC(=O)CCc3ccccc3)cc2)no1
  A: -9	B: -2	C: 1	D: -11	E: -20	F: -4	G: 6	H: 3	I: 15

40. O=c1c(-c2ccco2)[n+]([O-])c2ccccc2n1OCc1ccccn1
  A: -21	B: -13	C: -2	D: -8[20 µM]	E: 18	F: -1	G: 3	H: 4	I: 9

41. Fc1ccccc1OCCCCSc1ncccn1
  A: -4	B: 2	C: -3	D: -25[20 µM]	E: 17	F: -6	G: 1	H: 1	I: 7

42. CSCC[C@H](NC(=O)OC(C)(C)C)c1nnc(SCc2ccc(F)cc2)o1
  A: 2	B: 2	C: -2	D: -21	E: 1	F: -6	G: -3	H: 3	I: 7

43. CCC(C)n1nccc1NC(=O)C(C)Cl (stereo unspecified)
  A: 7	B: 3	C: 2	D: -20	E: -5	F: -2	G: 4	H: 6	I: 4

44. COc1ccc(/C=C\C(=O)NCc2ccc3[nH]c(C)cc3c2)cc1OC
  A: -6	B: -12	C: 0	D: -3	E: -11	F: -8	G: 4	H: 6	I: 16

45. CSc1cccc(NC(=O)CSc2nc3ccccc3o2)c1
  A: -14	B: -1	C: -2	D: -20	E: 33	F: -6	G: 0	H: 2	I: 13

46. NC(=O)N=Nc1c(O)[nH]c2c(Br)cc(Br)cc12
  A: -8	B: -19	C: -4	D: -8	E: 12	F: 4	G: 6	H: 0	I: 6

47. O=C(Nc1ccccc1F)c1ccc([N+](=O)[O-])s1
  A: 2	B: -17	C: 3	D: -16	E: 8	F: -3	G: 8	H: 7	I: 1

48. O=[N+]([O-])c1ccc(/C=C/c2ccncc2)cc1
  A: -8	B: -58	C: 0	D: -9	E: 9	F: -3	G: 4	H: -4	I: 7

# An excerpt, so the mix of outcomes need not match the whole.
